Screening results (PubChem)
mcGAS MS inh – mouse cGAS inhibition by mass spec; 0.18% of 130,000 active; Q8C6L5; inhibition, % at 12.5 µM; recombinant mouse cGAS, cGAMP by RapidFire MS; AID 1259397;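 active means inhibition of cGAS enzyme activity at or above 60%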;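 further: enzyme stimulated by 45 bp dsDNA with ATP and GTP substrates; cGAMP share of summed cGAMP plus half ATP and half GTP signals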
Target sequence (Q8C6L5 whole entry, looked up): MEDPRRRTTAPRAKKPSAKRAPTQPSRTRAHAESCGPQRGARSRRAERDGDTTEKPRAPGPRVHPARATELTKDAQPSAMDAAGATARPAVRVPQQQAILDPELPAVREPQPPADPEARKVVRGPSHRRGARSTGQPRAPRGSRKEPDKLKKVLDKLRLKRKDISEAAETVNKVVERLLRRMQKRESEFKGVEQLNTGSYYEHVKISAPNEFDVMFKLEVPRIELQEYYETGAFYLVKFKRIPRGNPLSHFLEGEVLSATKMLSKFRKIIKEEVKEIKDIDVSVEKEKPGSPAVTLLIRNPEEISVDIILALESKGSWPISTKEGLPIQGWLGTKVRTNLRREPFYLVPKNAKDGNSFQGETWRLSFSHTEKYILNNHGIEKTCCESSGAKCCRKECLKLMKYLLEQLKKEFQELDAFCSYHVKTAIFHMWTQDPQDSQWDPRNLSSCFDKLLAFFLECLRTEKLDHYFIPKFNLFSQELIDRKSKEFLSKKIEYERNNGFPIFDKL
Starred values were filed as active, the others as inactive; & = joins results of further samples. An excerpt, so the mix of outcomes need not match the whole.

SMILES	mcGAS MS inh
Cc1cccc(OCCSCc2nc(N)nc(N)n2)c1	-7
CCCCSc1n[nH]c(=S)c2nc[nH]c12	-2
O=C(NCCN1CCOCC1)N1CCOC2CCCC21 (stereo unspecified)	-1
CCOC(=O)c1cnc(SCC(=O)OC)nc1N	-1
Cn1nnc2c(N3CCN(S(=O)(=O)c4ccccc4)CC3)ncnc21	-6
O=C(NCCC1CCCO1)c1c(-n2cccc2)sc2c1CCCC2 (stereo unspecified)	-9
CCc1ccc(C(=O)NNC(=O)COC)cc1	1
CCc1noc(CN(C)C(=O)NC2CCOc3c(C)cc(C)cc32)n1 (stereo unspecified)	-13
CC(=O)N1N=C(c2ccccc2)OC1C(=O)N(C)Cc1ccco1 (stereo unspecified)	-1
CCOc1ccc(CN2CCNC(=O)C2CC(=O)N2CCN(C3CCCC3)C(=O)C2)cc1 (stereo unspecified)	-3&4
CC(OCc1ccccc1)C(=O)NC(C)c1nc(C(C)(C)C)no1 (stereo unspecified)	-10
COCC1(NC(=O)CC2C(=O)N(C)C(=O)N2C)CCCC1 (stereo unspecified)	-8
CC[C@H](NC(=O)c1cccc(NCc2ccccn2)c1C)c1ccccc1	-8
CC(C)c1nccc(CN2CCC(OCc3cccnc3)CC2)n1	-7
CCOC(=O)c1nn(-c2ccc(C)c(C)c2)cc1O	-3
CCc1nnc(SCC(=O)N2CCN(C)C3(CCN(C)CC3)C2)o1	-28
Cc1cc(NC(=O)COC(=O)c2cccc3ccccc23)no1	-2
O=C(c1ccc2c(c1)OCO2)C1CCCN(C(=O)c2ccccc2-c2ncc[nH]2)C1 (stereo unspecified)	-4&1
NC1=NC2(CCSCC2)n2c(nc3ccccc32)N1	-4
CC(C)CC(=O)Nc1ccc(C(=O)COc2ccc(F)cc2)cc1	4
c1ccc(-c2nc(-n3ccnc3)nc(-n3ccnc3)n2)cc1	-8
CN(C)C1CCCN(C(=O)NCCNc2cccc(F)c2C#N)C1 (stereo unspecified)	-50
Cc1cc(N)nc(SCc2cccc([N+](=O)[O-])c2)n1	-3
CSc1nc2c(c(=O)[nH]1)C(c1cccs1)C1C(=O)CCCC1=N2 (stereo unspecified)	7
CCOC(=O)C1(Cc2cccc(Cl)c2)CCCN(C(=O)C(C)(C)C)C1 (stereo unspecified)	5

Some of these compounds in order of the mcGAS MS inh value, falling.
SMILES	mcGAS MS inh
CCc1ccc(C(=O)NNC(=O)COC)cc1	1
CC(=O)N1N=C(c2ccccc2)OC1C(=O)N(C)Cc1ccco1 (stereo unspecified)	-1
O=C(NCCC1CCCO1)c1c(-n2cccc2)sc2c1CCCC2 (stereo unspecified)	-9

Entries from the list above with an aryl thioether with sulfur outside any ring (five):
SMILES	mcGAS MS inh
CCCCSc1n[nH]c(=S)c2nc[nH]c12	-2
CCOC(=O)c1cnc(SCC(=O)OC)nc1N	-1
CCc1nnc(SCC(=O)N2CCN(C)C3(CCN(C)CC3)C2)o1	-28
Cc1cc(N)nc(SCc2cccc([N+](=O)[O-])c2)n1	-3
CSc1nc2c(c(=O)[nH]1)C(c1cccs1)C1C(=O)CCCC1=N2 (stereo unspecified)	7

Remaining list, next part:
SMILES	mcGAS MS inh
CCCCCCCCCCOc1ccc(C2=N/C(=C\C=C\c3ccccc3OC)C(=O)O2)cc1	-10
N#CC=CN1CCc2ccccc2C1	-3
O=S(=O)(Cc1ccccc1F)c1oc(-c2ccc(F)cc2)nc1S(=O)(=O)c1ccccc1	-6
CC(C)c1ccc(NC(=O)c2cccc(N)n2)cc1	-7
NC(N)=Nc1nc2cc(Cl)ccc2o1	2
CNC(=O)c1ccc(C)c(NC(=O)C2=C(c3ccccc3)N3CCS(=O)(=O)N=C3S2)c1	-16
CC(=O)[C@@]1(O)CCC2C3C=C(Cl)C4=CC(=O)[C@@H]5CC5[C@]4(C)C3CC[C@@]21C (stereo partly specified)	-8
c1ccc(-c2ccccc2NCc2nnnn2C2CC2)cc1	-4
COc1ccc(N2C(=O)CC(Sc3ncccc3C(=O)O)C2=O)cc1 (stereo unspecified)	-9
COC(=O)C1CCCc2c1ccn2C(=O)OC(C)(C)C (stereo unspecified)	-1
O=C(c1cc(-c2ccc(O)cc2)n[nH]1)N1CCC(c2ccncc2)CC1	2
CC/C=C(\C)CN1CCC(CNC(=O)c2cccn(C)c2=O)C1 (stereo unspecified)	-9
CCOC(=O)c1nn(-c2ccc(C)cc2)c(=O)cc1OCC(=O)Nc1c(C)cc(C)cc1C	-4
CC(C(=O)N1CCCC1)N1CCOC(CN(C)C)C1 (stereo unspecified)	-1
CNCC#CCOc1cc(C)cc(C)c1C	2
COC(=O)Cn1c(CN2CCN(c3ccccc3)CC2)nc2c1c(=O)n(C)c(=O)n2C	-1
O=S(=O)(Nc1ccc2ccccc2c1)c1ccccc1Br	3
O=C(NCCO)C(F)(F)C(F)(F)C(F)(F)OC(F)(C(=O)NCCO)C(F)(F)F (stereo unspecified)	-4
CCOC(=O)N1CCN(C2CCCN(C(=O)CCc3c(C)noc3C)C2)CC1 (stereo unspecified)	4
CCSc1ccc(NC(=O)C(C)C)nn1	9
CN(CCc1ccccn1)C(=S)NCCc1ccccc1	-7
Cc1ccc2[nH]c(=O)cc(C(=O)N3CCCC4(CCN(C)C4)C3)c2c1 (stereo unspecified)	-5
COCCn1c(O)c(C=Nc2cnccn2)c(=O)[nH]c1=S	-5
CC(C)c1nccn1CCOc1ccccc1	-8
O=C(CC1Oc2ccccc2NC1=O)NC1CCCc2ccccc21 (stereo unspecified)	-5

Other records follow.
SMILES	mcGAS MS inh
CNC(=O)c1cccc(C(=O)N(CC(F)(F)F)C2CCCC2)c1	-7
Cc1nc2c(C(=O)N[C@H]3C[C@H]4CN(C)CCN4C3)cccc2[nH]1	-18
C=CCn1c(=O)c2c(nc3n2CC(C)CN3c2ccccc2OC)n(C)c1=O (stereo unspecified)	-1
COc1cc(OC)c(-c2nc3cnccc3n2C)cc1OC	-25
CC1CCC2(CC1)NC(=O)N(NC(=O)c1cc3c(s1)CCC(C)C3)C2=O (stereo unspecified)	-4
c1coc(CNc2nc(C34CC5CC(CC(C5)C3)C4)cs2)c1	9
CC(NC(=O)c1cccs1)c1cc2c(cc1Br)OCCCO2 (stereo unspecified)	-1
Cc1nc(CSCCC(=O)Nc2cccnc2)cs1	-2
NC(=O)C1CCN(c2nc3c(c(=O)[nH]2)C(c2ccc(F)c(F)c2F)CC(=O)N3)CC1 (stereo unspecified)	-3
CCC1C(=O)NCCN1C(=S)NC(=O)/C=C/c1ccccc1 (stereo unspecified)	-5
CC(C)(C)n1nc2c(c1NC(=O)C1(c3ccc(Cl)cc3)CCCC1)CS(=O)(=O)C2	-5
Cc1ccc(S(=O)(=O)Nc2cccc(C(F)(F)F)n2)s1	-44
c1ccc2sc(C3CCCN(Cc4cc5n(n4)CCNC5)C3)nc2c1 (stereo unspecified)	-5
COc1cccc2c1OCC(C(=O)N1CCc3c(nc(C)[nH]c3=O)C1)C2 (stereo unspecified)	-4
CSC=CC=CC(=O)N=c1c(C#N)cc2c(=O)n3cccc(C)c3nc2n1CC1CCCO1 (stereo unspecified)	-14
O=C1CCN(c2nc(-c3ccccc3)nc3c2CCNC3)CCN1	1
CSc1ccc(CN2CC[C@@H](N3CCN(c4ccccc4F)CC3)[C@H](O)C2)cc1	-13
CCCCC(CC)CN1C(=O)C(O)=C(C(C)=O)C1c1ccc(O)c(OC)c1 (stereo unspecified)	-3
O=C1CN(Cc2nnc(-c3ccc(Br)cc3)o2)CCN1	20
CC(C(=O)c1ccccc1)C1(O)C(=O)N(C)c2ccccc21 (stereo unspecified)	-3
O=S1(=O)C2C=C(Cc3ccccc3)C1CCC2 (stereo unspecified)	5
O=C(c1nc2sccn2c1CN1CCCCC1c1nccs1)N1CCCCCCC1 (stereo unspecified)	7
N#CCC(=O)Nc1ccccc1C(=O)OCC(=O)Nc1ccc(F)cc1Cl	-2
Cn1c(=O)n(Cc2ccc(F)cc2)c(=O)c2c1nc1n2CCN1c1ccccc1	-6
COc1coc(CN2CCCC(C(=O)c3ccc4ccccc4c3)C2)cc1=O (stereo unspecified)	-15

Molecules shown so far with a furan ring, fused or not, in the order listed:
SMILES	mcGAS MS inh
CC(=O)N1N=C(c2ccccc2)OC1C(=O)N(C)Cc1ccco1 (stereo unspecified)	-1
c1coc(CNc2nc(C34CC5CC(CC(C5)C3)C4)cs2)c1	9

(listing goes on)
SMILES	mcGAS MS inh
Cc1ccc(Cn2nc(C)c(CNCC(O)CN3CCOCC3)c2C)cc1 (stereo unspecified)	8
O=C1CCCN1CCC(=O)N1CCCC(N2CCN(c3cccc(Cl)c3)CC2)C1 (stereo unspecified)	0
Cc1ccn(Cc2cn3cc(Br)ccc3n2)c(=O)c1	-5
C[C@@]1(O)CCN(C(=O)/C=C/c2ccccc2)C[C@@H]1Cc1ccccc1	-7
NC(=O)c1oc2ccccc2c1NC(=O)C=Cc1ccco1	-3
COc1ccc(OC)c(CNC(=O)c2ccc3c(=O)n4c(nc3c2)SCCC4)c1	-4
CCN(CC)CC(O)COC(c1ccccc1)c1ccccc1 (stereo unspecified)	-2
CCCC(C(=O)N1CCc2c(nc(N(C)C)nc2N(C)C)C1)n1cccc1 (stereo unspecified)	-26
Fc1ccccc1OCc1nn(CN2CCc3sccc3C2)c(=S)o1	-61
C=CCn1c(NC(=O)CC)c(C(=O)OCC)sc1=S	10
Cc1cc(=O)[nH]c(-n2nc(-c3cccs3)cc2NC(=O)C2CC2)n1	-6
O=C(O)c1cc(Cl)cn1Cc1ccccc1	3
O=C(Cc1cccc2ccccc12)NCC(=O)N1CCOC2CCCCC21 (stereo unspecified)	-16
COC(=O)[C@@H]1C[C@@H](NC(=O)COc2cccnc2)CN1C	12
CC(C)NS(=O)(=O)c1ccc(Sc2n[nH]c(C3CC3)n2)c([N+](=O)[O-])c1	-8
COC(=O)C(NC1CCN(C(=O)c2ccccc2)CC1)c1cccc(C)c1 (stereo unspecified)	-11
Cc1ccc(-n2ccc3nc(N4CCCC4)ncc3c2=O)cc1	-9
CN1CCN(C(=O)c2ccnc(-c3cccc(C(=O)O)c3)c2)CC1	-5
COc1ccccc1OC(C)C(=O)N/N=C(\C)c1ccc2c(c1)CCC2 (stereo unspecified)	-7
NS(=O)(=O)c1cc(C(=O)O)cc(N2CCCC2)c1Oc1ccccc1	0
Cc1cc(C(=O)COC(=O)C=Cc2ccc(Br)o2)c(C)n1-c1nccs1	3
COc1ncc(NC(=O)N(C)Cc2ccc(Cl)cc2)cc1C(N)=O	1
COc1cc(NS(=O)(=O)c2ccc(N)cc2)nc(OC)n1	7&48
Cc1c(C)n2c3c(=O)n(CCCO)c(=O)n(C)c3nc2n1Cc1ccco1	-11
Cc1cccc2nc(C(=O)OC(C)C(=O)Nc3ccc(F)cc3F)cn12 (stereo unspecified)	3

Single values from the results shown:
mcGAS MS inh, `CCSc1ccc(NC(=O)C(C)C)nn1` stands at 9
mcGAS MS inh, `O=C(CC1Oc2ccccc2NC1=O)NC1CCCc2ccccc21` (stereo unspecified) stands at -5
mcGAS MS inh, `COc1cc(OC)c(-c2nc3cnccc3n2C)cc1OC` stands at -25
mcGAS MS inh, `COc1ncc(NC(=O)N(C)Cc2ccc(Cl)cc2)cc1C(N)=O` stands at 1

Carrying on:
SMILES	mcGAS MS inh
Cc1ncoc1C(=O)N1CCCCC1C(=O)Nc1ccc(Oc2ccccc2F)cc1 (stereo unspecified)	-4
CCN1CCN(CCOc2c(C)cc(C)cc2Cl)C(=O)C1=O	22
C[C@@]1(O)CCN(C(=O)c2cnc3ccccc3c2)C[C@@H]1Cc1ccccc1	-17
O=C(Nc1ccc2c(c1)CCC2)c1cc(S(=O)(=O)N2CCCCC2)ccc1Cl	-2
CC(c1ccc(F)cc1F)N1CCC(C(=O)Nc2nccs2)CC1 (stereo unspecified)	-7
COc1ccc(/C=C/c2cnc3ccccc3n2)cc1OC	-7
CC(C)NC(=O)C1CCN(C2CCN(Cc3cc4ccccc4o3)CC2)CC1	-2
CCC(=O)Nc1cccc(C(=O)N(C)CC2(CO)CCC2)c1	0
Cc1sc2nc(CSCC(=O)c3cc(C)n(CCC(C)C)c3C)[nH]c(=O)c2c1C	7
Cc1nc2ccccn2c(=O)c1NC(=O)c1ccc(Br)cc1	-1
CC(C)=CCN1CCNC(=O)C1CC(=O)O (stereo unspecified)	-9
COCCNC(=O)c1sc(=O)n(Cc2ccc(F)cc2)c1C	-2
Cc1cc(C)cc(C(=O)N2CCC(CO)(CCOc3ccccc3)CC2)c1	-9
NC(=O)c1nc(-c2ccccc2)nc2c1[nH]c(=O)n2-c1ccc(Cl)cc1	-8
Cc1ccc(Nc2nc(NCCc3ccccc3)nc3nccnc23)cc1	-13
CCOC(=O)N1CCN(C2CCCN(C(=O)c3ccc(COC)s3)C2)CC1 (stereo unspecified)	-5&-1
Oc1ccccc1C=NCC(O)c1ccccc1 (stereo unspecified)	-6
Cc1ccc(C(C)N2c3cc(S(=O)(=O)N4CCOCC4)ccc3N3CCCC32)cc1 (stereo unspecified)	0
CCOC(=O)c1nn(-c2ccc(C)cc2)c(=O)cc1OCC(=O)NCc1ccccc1OC	-3
CN1C(=O)c2ccccc2NC1c1cnc(C(C)(C)C)s1 (stereo unspecified)	-20
CCCc1cc(=O)n(CC(=O)Nc2ccc(C)c(C)c2)cn1	-9
N#CC1(C(=O)NCCc2nc(-c3cccc(Cl)c3)no2)CCCC1	-6
O=C(CN1CCSC1=O)NCC12CC3CC(CC(C3)C1)C2	-9
CC(C)C(CNC(=O)NCc1ccccc1OCc1ccccc1)N(C)C (stereo unspecified)	1
Cc1ccc(C(=O)NCCN2C(=O)SC(=Cc3ccccc3)C2=O)o1	-5
CCOC(=O)c1nn(-c2ccccc2C)c(=O)cc1OCC(=O)Nc1ccc(OCC)cc1	-4
O=C(NCCCN1CCCC1=O)C(C1CCCC1)N1CCN(C(=O)c2cccc([N+](=O)[O-])c2)CC1 (stereo unspecified)	-4
O[C@@H]1CN(c2ncccc2Cl)CC[C@H]1N1CCN(c2ccccn2)CC1	-13
